Bioassay records: PubChem, The Scripps Research Institute Molecular Screening Center
PREPL inhibitor = human PREPL enzyme inhibition; inhibition, % at 5.96 µM; recombinant PREPL, fluorescence polarization activity-based probe; 320,000 tested, 0.68% active; Q4J6C6; in the data active = inhibition above about 43%;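 also: 0% = enzyme with DMSO and 100% = wells lacking enzyme; many of its hits are not listed in these tables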
Target sequence (Q4J6C6 whole entry, looked up): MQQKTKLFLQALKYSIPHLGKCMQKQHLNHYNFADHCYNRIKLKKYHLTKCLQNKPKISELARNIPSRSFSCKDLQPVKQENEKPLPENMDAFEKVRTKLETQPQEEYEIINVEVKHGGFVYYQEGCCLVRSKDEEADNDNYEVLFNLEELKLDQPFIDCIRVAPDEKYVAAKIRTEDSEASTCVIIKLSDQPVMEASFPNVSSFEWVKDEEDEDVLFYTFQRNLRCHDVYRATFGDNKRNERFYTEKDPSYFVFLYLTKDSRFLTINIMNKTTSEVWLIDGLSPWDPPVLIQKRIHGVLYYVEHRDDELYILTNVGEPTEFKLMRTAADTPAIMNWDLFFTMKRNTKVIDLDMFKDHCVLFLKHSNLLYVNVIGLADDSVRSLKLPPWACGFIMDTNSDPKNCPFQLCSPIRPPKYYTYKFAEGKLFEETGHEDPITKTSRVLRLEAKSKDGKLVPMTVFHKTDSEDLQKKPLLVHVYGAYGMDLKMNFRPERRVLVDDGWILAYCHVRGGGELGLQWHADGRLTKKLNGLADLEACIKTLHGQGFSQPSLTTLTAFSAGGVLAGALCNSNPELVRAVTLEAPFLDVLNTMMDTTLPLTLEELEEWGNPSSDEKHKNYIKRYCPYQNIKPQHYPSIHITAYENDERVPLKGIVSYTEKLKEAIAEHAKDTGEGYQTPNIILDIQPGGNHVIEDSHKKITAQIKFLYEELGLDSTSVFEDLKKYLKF
PAFAH2 inh = inhibitors of human PAFAH2. Q99487. recombinant PAFAH2, FP-rhodamine activity probe, fluorescence polarization. inhibition, % at 3.39 µM. 340,000 tested, 0.99% active. AID 492956;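 active = inhibition above the mean over all tested compounds plus 3 SD, cut at about 30% in these data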;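 also: inhibitors block probe labeling of enzyme so polarization drops; 0% = enzyme with DMSO and 100% = wells lacking PAFAH2 protein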
PAD4 FP inh = blocks human protein arginine deiminase 4; inhibition, % at 6.36 µM; recombinant PAD4, RCA probe fluorescence polarization; 330,000 tested, 0.41% active;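 active = percent inhibition above a cutoff equal to the mean of all tested compounds plus 3 SD, cut at about 15% in these data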;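 also: 0% = PAD4 with RCA probe and DMSO and 100% = probe without PAD4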
EBNA-1 inh = blocks EBNA-1 binding to DNA. inhibition, % at 14.8 µM. 300,000 tested, 0.34% active. EBNA-1 DNA binding, fluorescence polarization; in the data active = inhibition above about 28%
GSTO1 counter = counter-screen for RBBP9 inhibitors: inhibitors of human GSTO1; 300,000 tested, 1.1% active; P78417; inhibition, % at 5.96 µM; recombinant GSTO1, activity-based probe fluorescence polarization;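 active = inhibition above the campaign mean inhibition plus 3 SD, cut at about 35% in these data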;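 also: 0% = GSTO1-1 with DMSO and 100% = wells lacking GSTO1-1 enzyme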
Target sequence (P78417 whole entry, looked up): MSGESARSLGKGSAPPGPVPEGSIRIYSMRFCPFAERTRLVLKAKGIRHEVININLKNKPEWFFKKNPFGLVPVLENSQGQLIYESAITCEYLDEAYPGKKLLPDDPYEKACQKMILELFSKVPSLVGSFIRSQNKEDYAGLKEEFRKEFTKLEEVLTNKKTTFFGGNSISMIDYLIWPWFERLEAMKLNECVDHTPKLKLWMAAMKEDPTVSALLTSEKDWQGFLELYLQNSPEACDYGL
LYPLA2 inh = LYPLA2 (human) inhibition in PME1 counter-screen. recombinant LYPLA2, FP-Rh probe fluorescence polarization. inhibition, % at 5.9 µM. 320,000 tested, 0.38% active;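 active = inhibition above the screen-wide mean plus 3 SD, limit set per campaign, cut at about 26% in these data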;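 also: 0% = LYPLA2 with DMSO and 100% = wells lacking LYPLA2 enzyme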
ZTA DNA inh = ZTA (EBV) inhibition in EBNA-1 counter-screen; P03206; ZTA-DNA binding, fluorescence polarization; inhibition, % at 11 µM; 320,000 tested, 0.15% active; AID 2234; in the data active = inhibition above about 33%
LYPLA1 counter = blocks human lysophospholipase 1, a PME1 counter-screen | O75608 | recombinant LYPLA1, FP-Rh probe fluorescence polarization | inhibition, % at 5.9 µM | 320,000 tested, 0.16% active | AID 2174;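 active = inhibition above the mean of all tested compounds plus 3 SD, set per campaign, cut at about 14% in these data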;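 also: inhibitors block serine hydrolase probe labeling of LYPLA1 so polarization falls; 0% = enzyme with DMSO and 100% = wells lacking LYPLA1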
PAFAH1B3 inh = inhibitors of human PAFAH1B3 | Q15102 | recombinant PAFAH1B3, FP-rhodamine probe, fluorescence polarization | inhibition, % at 3.39 µM | 340,000 tested, 0.28% active | AID 492972;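 active = inhibition above the screen-wide average of all tested compounds plus 3 SD, cut at about 25% in these data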;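 also: 0% = enzyme with DMSO only and 100% = wells lacking PAFAH1B3 protein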
* hit, by the source's call; · = no result given; & = joins results of further samples. The list is partial; count on the stated rates, not on these rows.

nr	SMILES	PREPL inhibitor	PAFAH2 inh	PAD4 FP inh	EBNA-1 inh	GSTO1 counter
1	COc1ccc(Nc2nnc(C)c3ccccc23)cc1C(N)=O	23	2	-2	9	-7
2	Cc1cc(C)c(OCCCON2C(=O)CCC2=O)c(Br)c1	-1	1	4	-2	8
3	O=C(CN1CCN(Cc2ccc(Cl)cc2)CC1)N1CCc2ccccc21	13	2	-1	-2	4
4	COc1ccc(C(C(=O)NCc2ccccc2)N(Cc2ccco2)C(=O)c2cnccn2)cc1 (stereo unspecified)	-4	1	5	4	8
5	Cc1ccc(C2=Nc3ccc(Br)cc3C(c3ccncc3)=NN2)cc1	-68	-1	-1	-8	0
6	COC(=O)CC1SC(=O)NC1=Nc1ccc(O)cc1 (stereo unspecified)	2	3	-4	6	-5
7	COc1ccc(CCN=C(N)NS(=O)(=O)c2ccc(C)c(C)c2)cc1	5	1	2	4	2
8	O=C(NCc1ccccc1)C(c1ccncc1)N(C(=O)c1csnn1)c1cccc(F)c1 (stereo unspecified)	8	28	4	-2	9
9	CCNC(=S)Nc1sc2c(c1C#N)CCC(C)C2 (stereo unspecified)	-3	10	-7	5	-2
10	Cc1cc2nc3c(c(C(F)(F)F)n2n1)CCCC3	14	-1	-1	1	-2
11	O=C(CCc1nc(-c2ccc(Cl)cc2)no1)OCc1ccc(Br)cc1	-25	-7	2	-10	-3
12	COc1ccc(NC(=O)C/C(C)=N/NC(=O)C(=O)NC(C)C)c(OC)c1	7	1	0	-6	2
13	COc1ccc2sc(-c3ccc(S(C)(=O)=O)cc3)c(-c3ccc4c(c3)OCCO4)c2c1	16	-5	-4	·	·
14	COc1ccc(C(C(=O)NCC2CCCO2)N(Cc2ccccc2)C(=O)CNC(=O)c2ccco2)cc1OC (stereo unspecified)	11	5	1	-18	3
15	Cc1cc2ccccc2cc1CN1CCCCC1	-6	-2	0	3	6

nr	LYPLA2 inh	ZTA DNA inh	LYPLA1 counter	PAFAH1B3 inh
1	3	16	-4	4
2	1	5	0	11
3	9	11	3	4
4	7	15	4	7
5	-1	-5	-4	-7
6	4	-7	2	4
7	0	1	-2	0
8	1	0	0	3
9	-5	-6	2	4
10	-3	-7	-5	7
11	-10	10	-5	0
12	-5	-19	-2	2
13	·	·	·	-8
14	-3	-4	4	6
15	7	0	-3	5

Reformatted with tabs: entries from further up
entry	Molecule	PREPL inhibitor	PAFAH2 inh	PAD4 FP inh	EBNA-1 inh	GSTO1 counter	LYPLA2 inh	ZTA DNA inh	LYPLA1 counter	PAFAH1B3 inh
13	COc1ccc2sc(-c3ccc(S(C)(=O)=O)cc3)c(-c3ccc4c(c3)OCCO4)c2c1	16	-5	-4	·	·	·	·	·	-8
14	COc1ccc(C(C(=O)NCC2CCCO2)N(Cc2ccccc2)C(=O)CNC(=O)c2ccco2)cc1OC (stereo unspecified)	11	5	1	-18	3	-3	-4	4	6
15	Cc1cc2ccccc2cc1CN1CCCCC1	-6	-2	0	3	6	7	0	-3	5

(continued)
nr	SMILES	PREPL inhibitor	PAFAH2 inh	PAD4 FP inh	EBNA-1 inh	GSTO1 counter
16	C=CCn1c(SCC(=O)NC23CC4CC(CC(C4)C2)C3)nc2cc(C(=O)O)ccc2c1=O	-4	10	1	-2	1
17	COC(=O)[C@@H](NC(=O)NC(C)CCc1ccccc1)C(C)C (stereo partly specified)	2	15	0	-5	2
18	COc1ccc(-c2cn3cccc(C)c3n2)cc1Br	-16	-1	1	6	-5
19	Cc1cc(C)n2c(SCC(=O)NCc3ccco3)nnc2n1	3	-2	-9	-12	-6
20	CC(C)(C)n1nnnc1C(c1cccc(C(F)(F)F)c1)N1CCC(O)CC1 (stereo unspecified)	1	1	-3	4	4
21	CCOc1ccccc1N1CCN(C(=O)c2ccc(NS(=O)(=O)c3ccc4[nH]c(=O)[nH]c4c3)cc2)CC1	9	3	2	0	-27
22	CCOc1ccc(NC(=O)c2ccc(Cn3nc(C)cc3C)o2)cc1	13	-1	1	1	0
23	CN(C)C(CNC(=O)c1cc(S(=O)(=O)N(C)Cc2ccccc2)ccc1Cl)c1ccco1 (stereo unspecified)	13	8	-1	0	-3
24	CC(=O)c1c(C)[nH]c(C(=O)COC(=O)c2c(C)noc2C)c1C	0	4	0	·	·
25	NC(=O)c1nsc(C(=O)N(CC(=O)NCc2ccco2)c2ccccc2F)c1N	-3	1	1	2	-2
26	COc1ccc(/C=N/NC(=O)c2cnccn2)cc1O	0	1	-1	2	2
27	COc1cccc(OCC(=O)NNC(=O)C(=O)Nc2cccc(C)c2)c1	3	-2	-2	12	0
28	COc1ccc(/C=N/OCC(=O)NCc2cccs2)c(OC)c1	-5	-2	-1	6	6
29	CN(CC(=O)Nc1ccccc1Cl)C(=O)Cn1cc(C(F)(F)F)ccc1=O	11	-3	2	·	·
30	CCc1nnc(NC(=O)Cn2ccc(C(F)(F)F)n2)s1	6	4	1	-10	2

nr	LYPLA2 inh	ZTA DNA inh	LYPLA1 counter	PAFAH1B3 inh
16	19	7	4	6
17	-2	7	-2	-7
18	-3	3	-1	1
19	-8	2	0	6
20	7	12	5	7
21	2	-1	-3	-6
22	7	7	2	-3
23	5	-10	1	10
24	4	21	4	1
25	4	7	2	20
26	3	-4	-2	-4
27	0	7	-1	14
28	2	22	3	-3
29	1	5	-1	3
30	2	-11	4	-7

Continuation.
nr	SMILES	PREPL inhibitor	PAFAH2 inh	PAD4 FP inh	EBNA-1 inh	GSTO1 counter
31	O=S(=O)(NCCn1cccc1)c1ccc2ccccc2c1	-6	10	3	-2	5
32	Cn1ccnc1C(OC(=O)c1ccc(Cl)cc1)C(F)(F)F (stereo unspecified)	4	-2	-5	3	2
33	COc1ccc(C(=O)N2CCc3ccccc32)cc1	-1	2	-5	-10	2
34	COc1cc(NC2c3ccccc3C(=O)N2c2ccc(C)cn2)cc(OC)c1OC (stereo unspecified)	9	-1	3	-6	1
35	O=C(Cn1c2ccccc2c(=O)c2ccccc21)N/N=C/c1cc([N+](=O)[O-])ccc1N1CCCCCC1	-4	-75	-3	-5	11
36	CCOc1ccc(OCCC(=O)N(CCC(C)C)c2c(N)n(Cc3ccccc3)c(=O)[nH]c2=O)cc1	10	-7	-10	-9	-3
37	COc1ccccc1C(=O)COC(=O)C1CCN(S(=O)(=O)c2ccc(C)c(C)c2)CC1	-3	4	-2	-7	5
38	COc1ccccc1CCC(=O)NNC(=O)c1cccs1	4	0	-1	·	·
39	COc1ccc(CNC(=O)c2cccc(S(=O)(=O)N3CCCCC3)c2)cc1OC	7	-5	1	·	·
40	CC(=O)Nc1ccc(S(=O)(=O)Oc2ccccc2N2CCCCC2)cc1	0	8	1	-10	-4
41	O=[N+]([O-])c1ccc(N2CCc3ccccc3C2)cc1	-8	7	14	-6	6
42	CN1C=CC=C/C1=C(\C#N)c1nc2ccccc2[nH]1	4	-1	-4	-1	1
43	Cc1cc(Br)cn2ccnc12	3	-10	1	10	-3
44	O=C(Cn1c(=O)oc2ccccc21)Nc1ccc(Cl)cc1	16	7	2	-4	5
45	COc1ccc(S(=O)(=O)N2CCOC23CCN(S(C)(=O)=O)CC3)cc1	9	-5	-4	3	3

nr	LYPLA2 inh	ZTA DNA inh	LYPLA1 counter	PAFAH1B3 inh
31	-1	3	-1	11
32	6	1	-4	8
33	-5	-4	-1	10
34	-1	4	-3	-7
35	-5	-4	-3	-37
36	3	-7	3	7
37	6	-4	0	-4
38	·	·	·	0
39	-1	-1	-3	12
40	-3	-1	-4	6
41	7	-24	0	3
42	3	3	2	7
43	4	19	4	-4
44	1	-13	1	5
45	0	-19	1	2

By substructure: the compounds so far containing a cyano group.
nr	SMILES	PREPL inhibitor	PAFAH2 inh	PAD4 FP inh	EBNA-1 inh	GSTO1 counter
9	CCNC(=S)Nc1sc2c(c1C#N)CCC(C)C2 (stereo unspecified)	-3	10	-7	5	-2
42	CN1C=CC=C/C1=C(\C#N)c1nc2ccccc2[nH]1	4	-1	-4	-1	1

nr	LYPLA2 inh	ZTA DNA inh	LYPLA1 counter	PAFAH1B3 inh
9	-5	-6	2	4
42	3	3	2	7

Following part:
nr	SMILES	PREPL inhibitor	PAFAH2 inh	PAD4 FP inh	EBNA-1 inh	GSTO1 counter
46	Cc1ccc2nc(SCC(=O)Nc3oc(C)c4c(C)n[nH]c(=O)c34)[nH]c2c1	4	4	2	·	·
47	COc1ccc(-c2csc(N(C)C(=O)c3cccs3)n2)cc1	7	-1	2	-1	5
48	Cn1c(=O)c(=O)n(C)c2cc([N+](=O)[O-])c(N3CCOCC3)cc21	1	2	-2	-5	0
49	O=C(NCc1ccc(Cl)cc1)C1CCN(S(=O)(=O)c2ccccc2)CC1	-2	0	3	-1	7
50	Cc1c(C(=O)N2CCC(C)CC2)sc2ncn(CC(=O)N3CCC(C)CC3)c(=O)c12	6	0	4	-6	3
51	COC(=O)Cc1ccc(NC(=S)NCc2ccc(F)cc2)cc1	5	4	-3	1	2
52	CCOC(=O)C1=C(C)NC(SCC(N)=O)=C(C#N)C1c1ccncc1 (stereo unspecified)	21	3&0	-2	-4	13
53	CCOC(=O)c1c(C)cc(=O)oc1C	7	-2	4	-3	7
54	Cc1ccccc1C(=O)NNC(=O)c1cccc(Br)c1	-19	0	2	-4	-3
55	CC1(C)CC(CC(=O)O)(c2ccc(F)cc2)CCO1 (stereo unspecified)	4	-1	4	4	2
56	C=C(C)Cn1cnc2c(oc3nc4c(cc32)CCCC4)c1=O	-2	3	3	3	-4
57	O=C(C1=C[C@H](c2ccc(Br)cc2)C[C@H](OCCCCO)O1)N1CCOCC1	21	-9	-5	11	2

nr	LYPLA2 inh	ZTA DNA inh	LYPLA1 counter	PAFAH1B3 inh
46	-2	2	1	4
47	-3	3	-1	-2
48	0	6	0	-3
49	5	-7	0	1
50	2	-41	2	4
51	7	-18	-1	0
52	-3	-12	-1	5&2
53	6	-10	4	0
54	-6	-2	0	5
55	4	7	1	4
56	1	-6	1	0
57	-11	19	-4	9
